Assay outcomes from PubChem.
DENV2 CPE = DENV2-induced cell death inhibition. DENV2-infected cells, cytopathic effect rescue, plate reader. CPE inhibition, % at 9.99 µM. 350,000 tested, 1.7% active; in the data active = CPE inhibition above about 20%, passing the limit was not always enough; inconclusive = no clear call, values can overlap the other calls; tested in BHK-21 cells;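 also: 0% = median of neutral control wells and 100% = median of positive control wells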
PAX8 reporter = inhibitors of PAX8 transcriptional activity in RMG-I cells; RMG-I TPO-luciferase reporter, SteadyGlo, 24 h; 360,000 tested, 1.2% active; inhibition, % at 12.6 µM;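 active = mean replicate inhibition at least 60% with every replicate also reaching 60%; inconclusive = only one of the two criteria is met; inactive = mean below 60% and not all replicates reaching 60%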;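 also: luciferase light reporting Pax8 driven TPO promoter activity; plate controls were median of neutral control wells for no effect and mitoxantrone controls for full effect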
EWS-Fli inh = inhibitors of EWS/Fli oncoprotein transcriptional activity. A673 NR0B1-luciferase reporter, viability-normalised. inhibition, % at 12.6 µM. 350,000 tested, 0.67% active;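 active = mean inhibition of at least 50% after viability correction, with every replicate also passing that limit; inconclusive = mean reaches 50% but only one of two replicates passes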;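 also: firefly luciferase signal divided by Alamar Blue viability fluorescence both relative to DMSO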
FN deposit inh = fibronectin deposition inhibition; AH1F fibroblasts, Alexa488-fibronectin deposition fluorescence, overnight; inhibition, % at 12.6 µM; 350,000 tested, 0.086% active; AID 743247;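 active = mean inhibition across replicates of 30% or more, regardless of how many single replicates reach that level; inconclusive = mean under 30% yet at least half of replicates reach 30%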;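 also: positive control wells lacked labelled fibronectin entirely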
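Material – AH1F fibroblast monolayer, labelled fibronectin deposition · Reagent – labelled fibronectin 24 nM · Timing – 1 h adhesion, overnight exposure · Measured by – fluorescence at 485 nm excitation, 525 nm emission · Read-out – inhibition of fibronectin deposition signal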
INS-1E GSIS act = primary screen for activators of insulin secretion dependent on glucose, INS-1E cells, GLuc reporter luminescence; INS-1E GLuc reporter insulin secretion, 2-3 h; activation, % at 16.6 µM; 370,000 tested, 0.61% active; AID 743287;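 active = lowest replicate activation of at least 40%, so every replicate reaches that level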;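 also: 0% = median of neutral control wells and 100% = median of IBMX positive control wells; some compounds called inactive have numbers as strong as hits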
CFTR F508del cor = CFTR F508del correction in bronchial cells. CFBE cells, YFP halide quenching; stimulated with forskolin plus potentiator P3; % fluorescence drop versus neutral controls. activity (quench increase), % at 7.58 µM. 350,000 tested, 0.36% active. AID 720511;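 active = mean added fluorescence quench of at least 8% versus neutral control, with both replicates also reaching 8%; inconclusive = only one of the mean or replicate conditions met; inactive = mean below 8% and not both replicates reaching 8%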;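 also: cells transiently co-express mutant CFTR-F508del with the halide-sensitive YFP; corrector assay measuring rescue of mutant channel to the surface after 24 h compound exposure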
miR122 inh = inhibitors of miR-122 in Huh7 cells. activation (reporter increase), % at 12.5 µM. Huh7 miR-122 Renilla luciferase sensor, 48 h; neutral wells = 0, positive control = 100. 340,000 tested, 0.3% active;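 active = mean replicate activation score at least 90 and every replicate individually at or above 90; inconclusive = only one of the two criteria met; inactive = neither criterion met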;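 also: higher luciferase means less miR-122 activity so hits act as miR-122 inhibitors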
The depositor's hits bear a star; ? = inconclusive; . = no result given; [ ] = remark or other dose.

nr | SMILES | CFTR F508del cor | INS-1E GSIS act | miR122 inh | PAX8 reporter
1 | COc1cccc(-c2cnc(C(O)c3ccc(F)cc3)[nH]2)c1 (stereo not drawn) | 3.8 | 1 | 31 | -138
2 | COc1ccc(C(=O)CCS(=O)(=O)c2ccc(C)cc2)cc1OC | -0.3 | 22 | . | 96*
3 | CN(CC(=O)Nc1ccccc1)CC(=O)Nc1ccccc1Cl | -0.4 | -15 | -5 | -16
4 | C[C@@H]1CN([C@H](C)CO)C(=O)c2cc(C3=CCCC3)cnc2O[C@@H]1CN(C)Cc1ccccc1 | 2.2 | 1 | -10[16.7 µM] | .
5 | c1ccc(C2[C@H]3CN(Cc4cccnc4)[C@H](c4ccccc4)C34CC2(c2cccnc2)C4)cc1 (stereo partly drawn) | -4.3 | -7 | . | -10
6 | CC=Cc1ccc2n(c1=O)C[C@H]1[C@H](CO)[C@@H](C(=O)NCCOC)[C@@H]2N1Cc1nccs1 (mixture of isomers) | . | 6 | . | -11
7 | CC(=O)NCc1ccc(S(=O)(=O)NC(C)CCc2ccccc2)cc1 (stereo not drawn) | -2.2 | 7 | 7 | -3
8 | C[C@@H]1CCCCO[C@H](CN(C)CC2CC2)[C@@H](C)CN([C@H](C)CO)C(=O)c2cc(NC(=O)Nc3cccc4ccccc34)ccc2O1 | -0.2 | -4 | 4[16.7 µM] | -4
9 | CCC(C)C(=O)NCCc1ccc(S(N)(=O)=O)cc1 (stereo not drawn) | . | 11 | . | 9
10 | CC(C)C#Cc1ccc2c(c1)O[C@@H](CN(C)CC1CC1)[C@@H](C)CN([C@@H](C)CO)S2(=O)=O | 0.7 | 1 | 4[16.7 µM] | .
11 | COc1cc(C)c(NC(=O)COc2ccc3c(c2)CCC3)cc1OC | -1.5 | 14 | -7 | 3
12 | C[C@H](CO)N1C[C@H](C)[C@H](CN(C)Cc2ccc(C(F)(F)F)cc2)Oc2ccc(NC(=O)Nc3ccc(C(F)(F)F)cc3)cc2C1=O | 0.8 | 2 | 0[16.7 µM] | 1

nr | DENV2 CPE | EWS-Fli inh | FN deposit inh
1 | 1 | -95 | 0
2 | -2 | -2 | 12
3 | -5 | -15 | -3
4 | 1 | -4 | -1
5 | -9 | 13 | -5
6 | 5 | -12 | .
7 | 0 | 7 | 2
8 | 7 | -2 | .
9 | . | . | 7
10 | ? | 0 | .
11 | 4 | -5 | 8
12 | ? | -2 | .

The listing continues:
nr | SMILES | CFTR F508del cor | INS-1E GSIS act | miR122 inh | PAX8 reporter
13 | O=c1[nH]cccc1-c1nc2ccccc2n1Cc1cccc(F)c1 | 1.2 | 29 | 3 | 15
14 | Cc1ccccc1-c1cnc2c(c1)C(=O)N([C@@H](C)CO)C[C@@H](C)[C@@H](CN(C)Cc1ccccc1F)O2 | -1.7 | -5 | 5[16.7 µM] | .
15 | Cc1cc(C)c2c(n1)sc1c(=O)[nH]c(SCc3ccccc3)nc12 | . | . | -5 | -8
16 | COc1ccc(C)cc1S(=O)(=O)N1CCOCC1 | -3.4 | 8 | -1 | -6
17 | Cc1ccc(CS(=O)Cc2ccc(C(=O)NCc3cccs3)o2)cc1 (stereo not drawn) | 2.6 | 7 | . | 10
18 | NC(=O)c1ccccc1OCCOCCOCCOc1ccccc1C(N)=O | -2.4 | 5 | -4 | .
19 | O=C(c1ccc(F)cc1)N1CCCCN2[C@H](CO)[C@H](c3ccc(C#CC4(O)CCCC4)cc3)[C@H]2C1 | -0.5 | -13 | -4[16.7 µM] | 7
20 | COc1ccc(CNC(=O)C[C@@H]2C[C@@H]3c4cc(NS(=O)(=O)c5ccc(F)cc5)ccc4O[C@@H]3[C@H](CO)O2)cc1 | 0.5 | -13 | -3[16.7 µM] | .
21 | O=C1N[C@@H](Cc2ccccc2)COC(=O)[C@H](Cc2ccc(F)cc2)CC/C=C/C[C@@H]1CC(=O)N(CCO)Cc1ccccc1 | -0.2 | . | -1 | 7
22 | COc1ccccc1-c1ccc2c(c1)[C@H]1[C@H](CCN1Cc1ccccc1F)[C@@H](CO)N2 | 0.2 | -18 | . | .
23 | COc1cc2[nH]c(C(=O)N3CCN(c4ccccc4F)CC3)cc2c(OC)c1OC | -3.5 | -45 | 18 | 0
24 | O=C(C[C@@H]1C[C@@H]2c3cc(NS(=O)(=O)c4ccc(F)cc4)ccc3O[C@@H]2[C@H](CO)O1)NCC(F)(F)F | 1.8 | 10 | 1[16.7 µM] | -13

nr | DENV2 CPE | EWS-Fli inh | FN deposit inh
13 | 2 | 2 | 1
14 | -7 | 5 | -7
15 | . | . | -7
16 | 0 | -12 | 4
17 | 4 | -1 | -2
18 | -1 | -3 | .
19 | -6 | 1 | .
20 | 1 | 6 | -6
21 | . | 20 | -24
22 | 10 | . | -2
23 | -1 | 8 | -2
24 | -2 | 5 | -8

A section from further up, for reference:
nr | SMILES | CFTR F508del cor | INS-1E GSIS act | miR122 inh | PAX8 reporter
13 | O=c1[nH]cccc1-c1nc2ccccc2n1Cc1cccc(F)c1 | 1.2 | 29 | 3 | 15
14 | Cc1ccccc1-c1cnc2c(c1)C(=O)N([C@@H](C)CO)C[C@@H](C)[C@@H](CN(C)Cc1ccccc1F)O2 | -1.7 | -5 | 5[16.7 µM] | .

nr | DENV2 CPE | EWS-Fli inh | FN deposit inh
13 | 2 | 2 | 1
14 | -7 | 5 | -7

Compounds above that have a thiophene ring, fused or not:
nr | SMILES | CFTR F508del cor | INS-1E GSIS act | miR122 inh | PAX8 reporter
15 | Cc1cc(C)c2c(n1)sc1c(=O)[nH]c(SCc3ccccc3)nc12 | . | . | -5 | -8
17 | Cc1ccc(CS(=O)Cc2ccc(C(=O)NCc3cccs3)o2)cc1 (stereo not drawn) | 2.6 | 7 | . | 10

nr | DENV2 CPE | EWS-Fli inh | FN deposit inh
15 | . | . | -7
17 | 4 | -1 | -2

Complete entries, quoted from the list:
COc1cc(C)c(NC(=O)COc2ccc3c(c2)CCC3)cc1OC in the list: CFTR F508del cor: -1.5; INS-1E GSIS act: 14; miR122 inh: -7; PAX8 reporter: 3; DENV2 CPE: 4; EWS-Fli inh: -5; FN deposit inh: 8
NC(=O)c1ccccc1OCCOCCOCCOc1ccccc1C(N)=O in the list: CFTR F508del cor: -2.4; INS-1E GSIS act: 5; miR122 inh: -4; PAX8 reporter: .; DENV2 CPE: -1; EWS-Fli inh: -3; FN deposit inh: .

The list continues:
nr | SMILES | CFTR F508del cor | INS-1E GSIS act | miR122 inh | PAX8 reporter
25 | COc1ccccc1-c1ccc([C@H]2[C@@H](CO)N3CCCCN(C(=O)c4cccnc4)C[C@@H]23)cc1 | -3.8 | 3 | 0[16.7 µM] | 9
26 | COC(=O)NCC(c1cccnc1)N1CCOCC1 (stereo not drawn) | -1.2 | . | -2 | -14
27 | COc1cc(OC)c(NC(=O)C2CC(=O)N(c3ccc4c(c3)OCCO4)C2)cc1Cl (stereo not drawn) | -1.6 | 10 | -3 | 11
28 | CO[C@@H]1CN(C)C(=O)c2ccc(NS(C)(=O)=O)cc2OC[C@H](C)N(CC2CC2)C[C@@H]1C | -0.7 | 10 | . | -11
29 | OC[C@H]1O[C@@H](c2nc(-c3ccc4c(c3)CCO4)no2)[C@H](O)[C@@H](O)[C@H]1O | -0.1 | . | -6 | -5
30 | Cc1ccc(S(=O)(=O)N(C)C[C@@H]2OCCCC[C@@H](C)Oc3ccc(NS(=O)(=O)c4ccccc4)cc3C(=O)N([C@H](C)CO)C[C@H]2C)cc1 | -0.7 | -4 | -17[16.7 µM] | 16
31 | C=CCOc1c(Cl)cc(CNn2cn[nH]c2=S)cc1OC | 0.6 | 13 | . | 11
32 | O=c1oc2ccccc2c(N2CCC(c3ccccc3)CC2)c1[N+](=O)[O-] | 1.2 | 4 | . | 10
33 | CN(Cc1ccccc1)C(=O)c1cccc(NC(=O)Cc2cccc([N+](=O)[O-])c2)c1 | 0.0 | -14 | 1 | 17
34 | O=C(NCc1ccc(F)cc1)c1cc2ccccn2n1 | -0.4 | 2 | 8 | -10
35 | COc1cccc(CN2CC3(C2)CN(C(=O)C2CC2)[C@H](CO)c2[nH]c4cc(OC)ccc4c23)c1 | 2.1 | 3 | . | .
36 | COc1ccc(S(=O)(=O)N(C)C[C@H]2OCCCC[C@H](C)Oc3ccc(NC(=O)Nc4ccc5c(c4)OCO5)cc3C(=O)N([C@H](C)CO)C[C@@H]2C)cc1 | -1.6 | -2 | 0[16.7 µM] | -9

nr | DENV2 CPE | EWS-Fli inh | FN deposit inh
25 | 9 | -6 | 0
26 | -6 | 4 | -5
27 | 11 | -8 | .
28 | 1 | -2 | -1
29 | -3 | -3 | -2
30 | 3 | 2 | 1
31 | -4 | 14 | 5
32 | 0 | -3 | 8
33 | -7 | 9 | 13
34 | -5 | -13 | 1
35 | -7 | -1 | 1
36 | -3 | 2 | .

The list continues:
nr | SMILES | CFTR F508del cor | INS-1E GSIS act | miR122 inh | PAX8 reporter
37 | COc1ccccc1CN1[C@H](CO)[C@@H]2c3ccccc3N(C(=O)C3CCC3)C[C@@H]21 | -1.4 | 6 | 0[16.7 µM] | 21
38 | CCN(CC)S(=O)(=O)c1cccc(-c2nnc(SCCCC(=O)c3ccc(F)cc3)o2)c1 | . | . | 0 | 16
39 | CC(=O)N(C)C[C@@H]1[C@@H](c2ccc(C3=CCCC3)cc2)[C@@H](CO)N1CC1CC1 | 1.0 | -4 | -7[16.7 µM] | 10
40 | O=C(NC1CCCCC1)c1ccc(CS(=O)Cc2ccc(Cl)cc2)o1 (stereo not drawn) | 1.4 | -10 | . | 3
41 | N=C1CCCN1CC(=O)c1ccc(Br)cc1 | . | 1 | . | -198
42 | CCOC(=O)c1cnn(-c2ccc([N+](=O)[O-])cc2)c1N | 3.3 | . | -8 | -31
43 | COc1ccc(C(=O)c2c3ccc([N+](=O)[O-])cc3[n+]([O-])n2CCCN)cc1 | -5.1 | -1 | 0 | 30
44 | O=C(O)c1cccc(-c2csc(C(O)c3ccccc3)n2)c1 (stereo not drawn) | 2.2 | 24 | -1 | 14
45 | Cc1nnc2ccc(-c3cccc(NC(=O)Cc4cccs4)c3)nn12 | -0.7 | 4 | 1 | 3
46 | COc1ccc2oc(C(=O)N3CCc4ccccc43)c(C)c2c1 | -4.4 | 5 | 137* | -72
47 | NC(=O)CN1CCN(CCN2C(=O)c3cccc4cccc(c34)C2=O)CC1 | 1.7 | 1 | 1 | -24
48 | CC1N(O)C(C)(C)C(c2ccccc2)=[N+]1[O-] (stereo not drawn) | . | . | 3 | 7

nr | DENV2 CPE | EWS-Fli inh | FN deposit inh
37 | -11 | 10 | 1
38 | . | . | 9
39 | 9 | 5 | 2
40 | 6 | . | 5
41 | . | . | -10
42 | 6 | -3 | -10
43 | -9 | 22 | -1
44 | 13 | -20 | .
45 | 6 | 23 | -4
46 | 18 | . | .
47 | 5 | . | 2
48 | . | . | 5

Sorted by the number under INS-1E GSIS act (low to high): 3 from the list above
No. | canonical_smiles | CFTR F508del cor | INS-1E GSIS act | miR122 inh
43 | COc1ccc(C(=O)c2c3ccc([N+](=O)[O-])cc3[n+]([O-])n2CCCN)cc1 | -5.1 | -1 | 0
37 | COc1ccccc1CN1[C@H](CO)[C@@H]2c3ccccc3N(C(=O)C3CCC3)C[C@@H]21 | -1.4 | 6 | 0[16.7 µM]
44 | O=C(O)c1cccc(-c2csc(C(O)c3ccccc3)n2)c1 (stereo not drawn) | 2.2 | 24 | -1
